Pf gamet viab: inhibitors of late stage P. falciparum gametocyte viability; P. falciparum stage V gametocytes, ATP luminescence, 24 h; AID 743093; hit rate 0.065% among 150,000; inhibition, % at 10.9 µM;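 active means inhibition above the mean plus 3 SD of compounds within the control limits, set per campaign, cut at about 38% in these data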;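 further: 0% = DMSO wells and 100% = medium only without gametocytes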
Avidin fluor: compound fluoresces at 488/530 nm on avidin beads; compound fluorescence 488/530 nm, flow cytometry; active compounds read high; fluorescence (KMESF) at 10 µM; hit rate 0.38% among 220,000; in the data active means fluorescence above about 47; further: inactives centre near 10
* marks the source's active call; other numbers are inactive results. The list is partial; rates above refer to the full screens.

`CCOC(=O)C1=C(C)N(CC(C)C)C(=O)/C1=C\c1cccs1` gave Pf gamet viab 23 and Avidin fluor 8.
For Cn1nc(C(C)(C)C)cc1C(=O)Sc1cccc(Br)c1 the results were Pf gamet viab 4 and Avidin fluor 8.
Screening O=C(NCCc1csc(-c2ccccc2)n1)c1ccccc1F returned Pf gamet viab 4 and Avidin fluor 4.
`O=C(O)CSCC(=O)NCc1csc2ccc(Cl)cc12` gave Pf gamet viab 5 and Avidin fluor 6.
For O=C1COc2ccc(C(=O)CCl)cc2N1 the results were Pf gamet viab 16 and Avidin fluor 6.
`CCOC(=O)CN1C(=O)CSc2ccc(S(=O)(=O)N3CCCC3)cc21` gave Pf gamet viab 14 and Avidin fluor 7.
`O=C(NNS(=O)(=O)c1ccccc1[N+](=O)[O-])c1cccnc1` gave Pf gamet viab 12 and Avidin fluor 7.
`S=C1NC[C@H](CC2CCCCC2)N1CCc1cccc2ccccc12` gave Pf gamet viab 12 and Avidin fluor 10.
For O=C(Cn1nnc2ccccc21)c1ccc(Cl)cc1 the results were Pf gamet viab 8 and Avidin fluor 9.
O=c1[nH]c(SCCN2CCOCC2)nc(O)c1-c1ccccc1 was read as Pf gamet viab -2 and Avidin fluor 9.
For CN(C)CCn1c2ccccc2c2nc3ccc([N+](=O)[O-])cc3cc21 the results were Pf gamet viab 17 and Avidin fluor 7.
For COc1ccc(/C=C/C(=O)NC(=S)NNC(=O)c2cc(OC)c(OC)c(OC)c2)cc1 the results were Pf gamet viab -8 and Avidin fluor 8.
Screening CC(C)N1C(=O)CCC1C(=O)N1CCN(c2ccc(F)cc2)CC1 (stereo not drawn) returned Pf gamet viab -10 and Avidin fluor 9.
For Cn1c(=O)c2cnc(-c3ccc(C(F)(F)F)cc3)nc2n(C)c1=O the results were Pf gamet viab -27 and Avidin fluor 4.
For COc1nccc(C(F)(F)F)c1C(=O)NC(=O)Nc1c(C)cccc1C the results were Pf gamet viab 16 and Avidin fluor 6.
O=C(Oc1ccccc1)N(c1ccccc1)c1ccccc1 was read as Pf gamet viab -5 and Avidin fluor 7.
For O=C(Nc1nc2cc3c(cc2s1)OCO3)c1ccco1 the results were Pf gamet viab -8 and Avidin fluor 7.
CC(C)(C)NC(=S)N/N=C\c1ccc(-c2ccc([N+](=O)[O-])cc2)o1 was read as Pf gamet viab -1 and Avidin fluor 8.
`Cc1ccc(C2C(C(=O)c3ccco3)=C(O)C(=O)N2c2ncccn2)cc1` (stereo not drawn) gave Pf gamet viab 8 and Avidin fluor 8.
For Cc1nc(=O)c(-c2ccccc2)c(C)n1-c1ccc(Br)cc1 the results were Pf gamet viab -5 and Avidin fluor 2.

Taken from the listing, 6 compounds:
For COc1nccc(C(F)(F)F)c1C(=O)NC(=O)Nc1c(C)cccc1C the results were Pf gamet viab 16 and Avidin fluor 6.
O=C(Oc1ccccc1)N(c1ccccc1)c1ccccc1 was read as Pf gamet viab -5 and Avidin fluor 7.
For O=C(Nc1nc2cc3c(cc2s1)OCO3)c1ccco1 the results were Pf gamet viab -8 and Avidin fluor 7.
CC(C)(C)NC(=S)N/N=C\c1ccc(-c2ccc([N+](=O)[O-])cc2)o1 was read as Pf gamet viab -1 and Avidin fluor 8.
`Cc1ccc(C2C(C(=O)c3ccco3)=C(O)C(=O)N2c2ncccn2)cc1` (stereo not drawn) gave Pf gamet viab 8 and Avidin fluor 8.
For Cc1nc(=O)c(-c2ccccc2)c(C)n1-c1ccc(Br)cc1 the results were Pf gamet viab -5 and Avidin fluor 2.

Later entries:
Screening COc1cccc(NC(=O)N(CCN(C)C)C(C)c2cccnc2)c1 (stereo not drawn) returned Pf gamet viab 10 and Avidin fluor 8.
`CCCN1CCC(NC(=O)Nc2cccc3ccccc23)CC1` gave Pf gamet viab -11 and Avidin fluor 7.
For Cc1nc(S(=O)(=O)Nc2ccccc2C(=O)NCC2CC2)cn1C the results were Pf gamet viab -1 and Avidin fluor 7.
For Cn1c(SCC(=O)c2ccccc2)nnc1C1COc2ccccc2O1 (stereo not drawn) the results were Pf gamet viab -9 and Avidin fluor 6.
For Cc1nn2c(NC(C)C)c3c(nc2c1-c1ccccc1)CCC3 the results were Pf gamet viab -10 and Avidin fluor 8.
Screening Cc1ccc2cc(CN(C(=O)c3cccs3)c3ccccc3)c(=O)[nH]c2c1 returned Pf gamet viab 0 and Avidin fluor 8.
For CCCCC(=O)Nc1ccc2c(c1)nc1n2CCN(CCOC)C1 the results were Pf gamet viab -7 and Avidin fluor 7.
Cc1ccc(C2(CCNCc3ccco3)CCOC(C(C)C)C2)cc1 (stereo not drawn) was read as Pf gamet viab 2 and Avidin fluor 7.
For Cc1cc2nc3c(nc2cc1C)C(O)=C3O the results were Pf gamet viab -34 and Avidin fluor 6.
For Nc1nnn(CC(=O)N/N=C/c2ccncc2)n1 the results were Pf gamet viab -4 and Avidin fluor 7.
Screening CNC(=O)/C(C#N)=C/c1cn(CC(=O)OC)c2ccccc12 returned Pf gamet viab 4 and Avidin fluor 7.
`O=C(c1ccc(Cn2ccc([N+](=O)[O-])n2)cc1)N1CCN(Cc2ccccc2)CC1` gave Pf gamet viab 3 and Avidin fluor 11.
Screening Cn1c2ccccc2c2cnn(CC(=O)Nc3ccc(F)cc3F)c(=O)c21 returned Pf gamet viab -1 and Avidin fluor 7.
Screening O=C(O)CSc1nnc(Cc2cccc3ccccc23)n1-c1cc(C(F)(F)F)cc(C(F)(F)F)c1 returned Pf gamet viab 15 and Avidin fluor 6.
Screening Cc1csc2c(=O)sc(NC(=O)c3ccc(F)cc3)nc12 returned Pf gamet viab 0 and Avidin fluor 6.
For O=C(O)Cn1c(COc2ccc(Cl)cc2)nc2ccccc21 the results were Pf gamet viab 4 and Avidin fluor 4.
Screening COc1ccc(C2c3ccc(O)cc3Oc3ncn(Cc4ccccc4)c(=N)c32)cc1OC (stereo not drawn) returned Pf gamet viab 12 and Avidin fluor 7.
For Cc1oc(S(=O)(=O)N2CCOCC2)cc1C(=O)Nc1ccc(Cl)cc1 the results were Pf gamet viab 23 and Avidin fluor 8.
COc1ccc2c(c1)c(C(=O)CN1CCN(Cc3ccccc3)CC1)c(C)n2C was read as Pf gamet viab 2 and Avidin fluor 3.
Screening Cc1nc(N)nc(COc2ccccc2)n1 returned Pf gamet viab 11 and Avidin fluor 8.
For Cc1nc([N+](=O)[O-])c(Br)n1Cc1ccccc1 the results were Pf gamet viab -6 and Avidin fluor 7.
Screening Cc1nc2c(-c3ccc(F)cc3)c(C)nn2c(C)c1CCC(=O)Nc1ccccc1 returned Pf gamet viab 6 and Avidin fluor 9.
Screening Cn1nc(C(C)(C)C)c(NC(=O)c2ccc(F)cc2)c1C(C)(C)C returned Pf gamet viab 10 and Avidin fluor 7.
Screening CCc1nccn1CCC(=O)N1CCc2c([nH]c3ccccc23)C1CC(C)C (stereo not drawn) returned Pf gamet viab -5 and Avidin fluor 5.
`Cc1c(N2C(=O)c3ccccc3C2(O)c2ccccc2)c(=O)n(-c2ccccc2)n1C` (stereo not drawn) gave Pf gamet viab 9 and Avidin fluor 8.
For CC1(C)CC(=O)C(C=NCCN2CCN(C(=O)CCl)CC2)=C(O)C1 the results were Pf gamet viab 2 and Avidin fluor 3.
Screening N#Cc1c(NCCO)ccc([N+](=O)[O-])c1NCCO returned Pf gamet viab 6 and Avidin fluor 7.
`Cc1ccc(-c2nc3ccccc3[nH]c2=O)cc1` gave Pf gamet viab 6 and Avidin fluor 7.
O=C1NC(c2cc(Cl)cc([N+](=O)[O-])c2O)Nc2ccccc21 (stereo not drawn) was read as Pf gamet viab 9 and Avidin fluor 4.
CN(C)/C=C1\C=C2C(=O)c3ccccc3N2C1=O was read as Pf gamet viab 16 and Avidin fluor 92*.
For Oc1ccc2ccccc2c1CN1CCOCC1 the results were Pf gamet viab 9 and Avidin fluor 6.
For CCn1c(=N)n(CC(O)COc2ccc(C)cc2)c2ccccc21 (stereo not drawn) the results were Pf gamet viab 1 and Avidin fluor 3.
`O=C(O)c1ccc(N2C(=O)CC(SC(=NCc3ccc4c(c3)OCO4)Nc3ccccc3)C2=O)cc1` (stereo not drawn) gave Pf gamet viab -4 and Avidin fluor 6.
For CCC(CC)C(=O)N=C1SC2CS(=O)(=O)CC2N1CCc1ccc(OC)c(OC)c1 (stereo not drawn) the results were Pf gamet viab -19 and Avidin fluor 6.
For CCCOc1ccc(-c2nnn(CC(=O)N3CCCCC3)n2)cc1 the results were Pf gamet viab -17 and Avidin fluor 10.
`CC1CCc2c(sc3ncn(N)c(=N)c23)C1` (stereo not drawn) gave Pf gamet viab 0 and Avidin fluor 5.
Screening Cc1c(NCc2ccccc2O)c(=O)n(-c2ccccc2)n1C returned Pf gamet viab -45 and Avidin fluor 5.
COc1cc(OC)cc(C(=O)N[C@H](C(=O)Nc2cccc(S(=O)(=O)N3CCCC3)c2)C(C)C)c1 was read as Pf gamet viab -17 and Avidin fluor 8.
For C/C=C\C=C/C(=O)Nc1cccc(C2=NOC3(C2)C[C@@H](C(N)=O)N(C(=O)c2ccc(Cl)cc2)C3)c1 (stereo partly drawn) the results were Pf gamet viab 10 and Avidin fluor 13.
O=C1NCCCC1C(=O)N/N=C/c1cc([N+](=O)[O-])ccc1O (stereo not drawn) was read as Pf gamet viab -9 and Avidin fluor 7.

Filtered by structure, those above containing an NH in an aromatic ring
O=c1[nH]c(SCCN2CCOCC2)nc(O)c1-c1ccccc1 was read as Pf gamet viab -2 and Avidin fluor 9.
Screening Cc1ccc2cc(CN(C(=O)c3cccs3)c3ccccc3)c(=O)[nH]c2c1 returned Pf gamet viab 0 and Avidin fluor 8.
Screening CCc1nccn1CCC(=O)N1CCc2c([nH]c3ccccc23)C1CC(C)C (stereo not drawn) returned Pf gamet viab -5 and Avidin fluor 5.
`Cc1ccc(-c2nc3ccccc3[nH]c2=O)cc1` gave Pf gamet viab 6 and Avidin fluor 7.

Later entries:
`CSC(=NCc1ccco1)NC#N` gave Pf gamet viab 16 and Avidin fluor 8.
Screening FC(F)(F)c1cnc(COc2cc(Cl)cc(Cl)c2)c(Cl)c1 returned Pf gamet viab 9 and Avidin fluor 5.
For CSCCC1NC(=O)N(CC(=O)Nc2ccc(-c3ccccc3)cc2)C1=O (stereo not drawn) the results were Pf gamet viab 0 and Avidin fluor 6.
Screening CC1CC(NC(=O)/C(C#N)=C/c2ccc[nH]2)CC(C)(C)C1 (stereo not drawn) returned Pf gamet viab -12 and Avidin fluor 6.
CCCCCCNc1nc(Cl)nc(NC(C)(C)CO)n1 was read as Pf gamet viab -13 and Avidin fluor 6.
O=c1c2[nH]c3cccc(Cl)c3c2ncn1Cc1ccco1 was read as Pf gamet viab -2 and Avidin fluor 6.
`N#Cc1c(N2CCOCC2)nsc1-c1ccc(C(F)(F)F)cc1` gave Pf gamet viab -3 and Avidin fluor 4.
CCn1c(SCC(=O)N/N=C/c2ccncc2)nc2ccccc21 was read as Pf gamet viab -15 and Avidin fluor 7.
`C/C(=N/NC(=O)C(C)n1nc(C)c([N+](=O)[O-])c1C)c1ccc(OCC(N)=O)cc1` (stereo not drawn) gave Pf gamet viab 2 and Avidin fluor 7.
COc1ccc(NC2=C(C(C)=O)C(c3ccccc3)C(C(C)=O)C(C)(O)C2)cc1 (stereo not drawn) was read as Pf gamet viab 12 and Avidin fluor 7.
O=C(c1cccc2c1-c1ccccc1C2)N1CCCCC1 was read as Pf gamet viab 20 and Avidin fluor 4.
Screening CC(Oc1ccccc1)C(=O)N1CCN=C1SCc1ccccc1F (stereo not drawn) returned Pf gamet viab 4 and Avidin fluor 9.
For CO/N=C(\N)c1nonc1N the results were Pf gamet viab 9 and Avidin fluor 11.
`O=C(NNc1c(Cl)cccc1Cl)c1c(F)cccc1Cl` gave Pf gamet viab 6 and Avidin fluor 7.
Screening Cc1ccc(NC(=S)Nc2cccc(-c3n[nH]c(=S)o3)c2)cc1 returned Pf gamet viab -26 and Avidin fluor 8.
Cc1ccc(S(=O)(=O)NCC(=O)NCC(=O)N2CCN(c3ncccn3)CC2)cc1C was read as Pf gamet viab -2 and Avidin fluor 7.
`COc1cccc(C(=O)Nc2nnc(Cc3ccc(OC)c(OC)c3)s2)c1` gave Pf gamet viab -3 and Avidin fluor 6.
COc1ccc(C(=O)O)cc1S(=O)(=O)NCCN(C)C was read as Pf gamet viab 0 and Avidin fluor 4.
For Cc1onc(-c2ccccc2)c1-c1nc2cc(Cl)ccc2c(=O)o1 the results were Pf gamet viab -18 and Avidin fluor 4.
`Cc1ccccc1-n1c(O)c(C=NC2CCS(=O)(=O)C2)c2ccccc2c1=O` (stereo not drawn) gave Pf gamet viab -1 and Avidin fluor 8.
Screening Cc1cc(C(=O)COC(=O)c2ccccc2Br)c(C)n1CC1CCCO1 (stereo not drawn) returned Pf gamet viab 12 and Avidin fluor 17.
`COc1ccc2nc(Cl)c(C3CC(c4ccco4)=NN3C(=O)CCCC(=O)O)cc2c1` (stereo not drawn) gave Pf gamet viab -12 and Avidin fluor 7.
Screening CC(=O)C1=C(O)C(=O)OC1c1ccc(Cl)cc1 (stereo not drawn) returned Pf gamet viab -12 and Avidin fluor 6.
Screening COc1ccc(Cl)cc1NC(=O)NCCN1CCNC1=O returned Pf gamet viab -4 and Avidin fluor 6.
For Cc1ccc(S(=O)(=O)c2c(N)n(CCCN(C)C)c3nc4ccccc4nc23)cc1 the results were Pf gamet viab -5 and Avidin fluor 7.
CCOC(=O)C1=NNC(C(=O)c2ccccc2)C1c1ccc(Cl)cc1 (stereo not drawn) was read as Pf gamet viab 4 and Avidin fluor 7.

2 compounds drawn at random from the list so far:
Screening COc1ccc(Cl)cc1NC(=O)NCCN1CCNC1=O returned Pf gamet viab -4 and Avidin fluor 6.
CCOC(=O)C1=NNC(C(=O)c2ccccc2)C1c1ccc(Cl)cc1 (stereo not drawn) was read as Pf gamet viab 4 and Avidin fluor 7.
